LYPLA2 counter = counter-screen for PME1 inhibitors: inhibitors of human LYPLA2; inhibition, % at 5.9 µM; recombinant LYPLA2, FP-Rh probe fluorescence polarization; 320,000 compounds, 0.38% hits; AID 2177;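 active = inhibition above the screen-wide mean plus 3 SD, limit set per campaign, cut at about 26% in these data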;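 note: 0% = LYPLA2 with DMSO and 100% = wells lacking LYPLA2 enzyme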
PAFAH2 FP inh = inhibitors of human PAFAH2; Q99487; recombinant PAFAH2, FP-rhodamine activity probe, fluorescence polarization; inhibition, % at 3.39 µM; 340,000 compounds, 0.99% hits; AID 492956;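 active = inhibition above the mean over all tested compounds plus 3 SD, cut at about 30% in these data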;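 note: inhibitors block probe labeling of enzyme so polarization drops; 0% = enzyme with DMSO and 100% = wells lacking PAFAH2 protein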
PREPL inhibitor = inhibits the human prolyl oligopeptidase-like enzyme. Q4J6C6. recombinant PREPL, fluorescence polarization activity-based probe. 320,000 compounds, 0.68% hits. AID 2751. inhibition, % at 5.96 µM; in the data active = inhibition above about 43%;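 note: 0% = enzyme with DMSO and 100% = wells lacking enzyme; many of its hits are not listed in these tables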
Target sequence (Q4J6C6 whole entry, looked up): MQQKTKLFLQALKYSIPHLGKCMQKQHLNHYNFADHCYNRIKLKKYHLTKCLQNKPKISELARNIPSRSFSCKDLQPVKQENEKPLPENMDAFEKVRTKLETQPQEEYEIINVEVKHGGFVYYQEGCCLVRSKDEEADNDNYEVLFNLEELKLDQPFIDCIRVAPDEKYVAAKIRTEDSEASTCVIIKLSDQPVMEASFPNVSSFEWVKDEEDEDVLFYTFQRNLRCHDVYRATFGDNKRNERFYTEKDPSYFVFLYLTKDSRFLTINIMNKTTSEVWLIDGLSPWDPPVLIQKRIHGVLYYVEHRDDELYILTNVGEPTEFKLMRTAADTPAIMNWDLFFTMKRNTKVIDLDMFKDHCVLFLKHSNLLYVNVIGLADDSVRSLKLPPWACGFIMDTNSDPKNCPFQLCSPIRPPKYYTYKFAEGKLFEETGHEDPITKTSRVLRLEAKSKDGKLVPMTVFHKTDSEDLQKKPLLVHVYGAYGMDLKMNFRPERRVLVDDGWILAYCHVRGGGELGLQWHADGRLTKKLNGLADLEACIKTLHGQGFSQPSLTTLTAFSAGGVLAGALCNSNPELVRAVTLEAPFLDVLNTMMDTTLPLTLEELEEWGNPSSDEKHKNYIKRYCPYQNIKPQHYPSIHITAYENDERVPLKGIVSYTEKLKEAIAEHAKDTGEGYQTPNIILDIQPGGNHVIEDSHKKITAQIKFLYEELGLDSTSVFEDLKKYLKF
PAFAH1B3 inh = inhibitors of human PAFAH1B3; 340,000 compounds, 0.28% hits; inhibition, % at 3.39 µM; recombinant PAFAH1B3, FP-rhodamine probe, fluorescence polarization; AID 492972;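 active = inhibition above the screen-wide average of all tested compounds plus 3 SD, cut at about 25% in these data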;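 note: 0% = enzyme with DMSO only and 100% = wells lacking PAFAH1B3 protein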
Target sequence (Q15102 whole entry, looked up): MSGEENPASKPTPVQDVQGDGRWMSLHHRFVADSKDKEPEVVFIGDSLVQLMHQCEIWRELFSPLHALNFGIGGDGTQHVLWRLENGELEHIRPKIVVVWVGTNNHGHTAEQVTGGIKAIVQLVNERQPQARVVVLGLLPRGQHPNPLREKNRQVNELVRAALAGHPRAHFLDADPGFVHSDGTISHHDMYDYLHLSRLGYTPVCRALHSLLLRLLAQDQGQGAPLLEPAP
EBNA-1 inhibitor = blocks EBNA-1 binding to DNA; EBNA-1 DNA binding, fluorescence polarization; inhibition, % at 14.8 µM; 300,000 compounds, 0.34% hits; AID 1950; in the data active = inhibition above about 28%
ZTA counter = counter-screen for EBNA-1 inhibitors: inhibitors of Epstein-Barr virus ZTA; P03206; ZTA-DNA binding, fluorescence polarization; inhibition, % at 11 µM; 320,000 compounds, 0.15% hits; AID 2234; in the data active = inhibition above about 33%
GSTO1 inh = counter-screen for RBBP9 inhibitors: inhibitors of human GSTO1 | 300,000 compounds, 1.1% hits | P78417 | recombinant GSTO1, activity-based probe fluorescence polarization | inhibition, % at 5.96 µM | AID 1974;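 active = inhibition above the campaign mean inhibition plus 3 SD, cut at about 35% in these data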;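 note: 0% = GSTO1-1 with DMSO and 100% = wells lacking GSTO1-1 enzyme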
PAD4 FP inh = inhibitors of human PAD4; Q9UM07; recombinant PAD4, RCA probe fluorescence polarization; inhibition, % at 6.36 µM; 330,000 compounds, 0.41% hits; AID 485272;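 active = percent inhibition above a cutoff equal to the mean of all tested compounds plus 3 SD, cut at about 15% in these data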;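 note: 0% = PAD4 with RCA probe and DMSO and 100% = probe without PAD4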
LYPLA1 inh = blocks human lysophospholipase 1, a PME1 counter-screen. inhibition, % at 5.9 µM. recombinant LYPLA1, FP-Rh probe fluorescence polarization. O75608. AID 2174. 320,000 compounds, 0.16% hits;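 active = inhibition above the mean of all tested compounds plus 3 SD, set per campaign, cut at about 14% in these data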;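 note: inhibitors block serine hydrolase probe labeling of LYPLA1 so polarization falls; 0% = enzyme with DMSO and 100% = wells lacking LYPLA1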
* hit, by the source's call; · = not tested or not shown.

SMILES	LYPLA2 counter	PAFAH2 FP inh	PREPL inhibitor	PAFAH1B3 inh	EBNA-1 inhibitor	ZTA counter	GSTO1 inh	PAD4 FP inh	LYPLA1 inh
CCCCn1c(CN(C)Cc2ccccc2)nc2c1c(=O)n(C)c(=O)n2C	8	-2	41	7	5	-10	-1	-1	1
CCCOc1ccc(/C=C/C(=O)Nc2ccc([N+](=O)[O-])cc2C)cc1	3	-10	1	0	12	-5	-39	2	-1
Clc1ccc(COn2c(-c3ccc(Cl)cc3)nc3ccccc32)cc1	-10	-7	-34	6	-15	-21	3	-1	-6
O=C1c2ccc(Oc3ccc4c(c3)C(=O)N(CCCO)C4=O)cc2C(=O)N1CCCO	29*	2	4	0	3	-11	-9	-2	4
CCOc1ccc(-n2c(Cc3cc(=O)[nH]c(=O)[nH]3)nnc2SCC(N)=O)cc1	5	-11	2	0	-7	0	5	-1	-1
Cc1cc(NC(=O)CSc2nnc(NC(=O)C3CC(=O)N(c4ccccc4C)C3)s2)no1 (configuration not stated)	-11	-8	-2	-4	2	13	-9	-11	-11
Cc1ccc(Nc2nc3nonc3[nH]c2=O)cc1Cl	-3	-17	-22	5	-17	-26	-36	-5	-18
CCc1ccc2nc(N3C(=O)c4oc5ccccc5c(=O)c4C3c3ccc(OC)c(OC)c3)sc2c1 (configuration not stated)	-1	·	2	·	4	3	-3	0	-1
Cc1ccccc1NC(=O)CSc1nnc(C)c2ccccc12	-1	2	3	12	1	-13	1	2	1
O=C(Cc1ccccc1)Nc1ccc(NC(=O)c2ccc(Br)cc2)cc1	6	-3	6	6	3	-21	-6	0	0
CC(=O)NS(=O)(=O)c1ccc(N=NN2CCCCCC2)cc1	0	5	-2	-4	11	-8	1	-3	4
CC1=C(c2ccc(C)cc2)[N+](=O)C(C)(C)N1[O-]	3	2	-10	14	-1	-2	-1	-1	-3
COc1ccccc1NC(=O)C1CCCN(S(=O)(=O)c2ccc(-n3cnnn3)cc2)C1 (configuration not stated)	5	0	11	1	-10	-7	-2	-9	0
CCCNS(=O)(=O)/C=C/c1ccccc1	-3	-1	12	-1	8	-13	-6	6	1
Cc1cc(=O)oc(C)c1C(=O)NCc1ccc(F)cc1	1	-4	8	5	3	3	2	1	-3
O=C(Nc1cc(Cl)ccc1Cl)c1ccc(OC(=O)c2ccco2)cc1	-3	-5	6	-1	11	-2	0	4	0
COc1ccc(C2c3ccc(O)cc3Oc3ncn4nc(-c5ccco5)nc4c32)cc1OC (configuration not stated)	-1	-14	-93	0	1	-6	-15	0	-1
c1cncc(-c2noc(C34CC5CC(CC(C5)C3)C4)n2)c1	3	1	-3	-2	6	0	-1	-2	-1
O=C(NC1CCCC1)C(c1ccc(F)cc1)N(C(=O)c1csnn1)c1ccccc1F (configuration not stated)	1	0	3	2	-2	15	-11	-1	-4
COc1ccc(C)cc1N(CC(=O)O)S(=O)(=O)c1ccc(C)cc1	1	4	8	10	0	-7	4	2	0
COc1cc(C(=O)OCC(=O)NC(=O)NC2CCCCC2)cc(Cl)c1OC	11	-1	14	1	-6	0	-2	1	3
Cn1cc([N+](=O)[O-])c(C(=O)Nc2ccc(C3CCCCC3)cc2)n1	-3	-3	1	2	-4	-11	1	6	-3
CCN(c1ccc(NC(=O)CSCc2c(C)noc2C)cc1)C(C)C	1	0	16	4	·	-15	·	-10	-2
Cc1cc(NC(=O)CCC(=O)N(c2ccccc2)C(C(=O)NC2CCCC2)c2ccccc2F)no1 (configuration not stated)	-3	-10	4	6	4	9	-3	19*	-3
O=C(Nc1ccccc1)c1ccc(S(=O)(=O)N2CCCC2)cc1	-5	-3	1	5	-10	-12	1	3	0
O=C(NCCc1ccccn1)c1cccc(S(=O)(=O)N2CCCCCC2)c1	-4	3	8	5	9	4	5	-3	-1
Cc1ccnc(NC(=O)C2(c3cccs3)CCOCC2)c1	2	-1	7	0	10	-3	6	-5	0
COc1ccc2c(=O)c3c(=O)n(Cc4ccco4)c(-c4ccc(C)cc4)nc3oc2c1	-1	11	9	-1	16	6	-5	-2	-4
CCOC(=O)C1CCN(S(=O)(=O)c2cnc[nH]2)CC1	8	-3	-8	7	-1	28	4	0	1
CCOC(=O)Cc1csc(NC(=O)/C=C/c2ccc(Cl)cc2)n1	2	0	-34	5	-4	15	-1	2	0
CCOC(=O)C(CC)(CCC(=O)OC)c1csc(Nc2ccccc2O)n1 (configuration not stated)	2	·	16	·	-8	-11	-2	-4	-3
Cc1nc2cc(NC(=O)c3ccc(S(=O)(=O)N(C)c4ccccc4)cc3)ccc2o1	-13	-4	6	-1	10	-1	1	-3	-8
N#C/C(=C\C=C\c1ccccc1)C(=O)NCc1ccco1	-11	4	-11	5	-17	-12	2	-5	-9
COc1ccc(C(=O)C2CCCN(C(=O)Cc3c(C)noc3C)C2)cc1OC (configuration not stated)	0	-3	-8	8	3	-21	6	-1	1
Cc1ccc2cc(COC(=O)C3CCCO3)c(=O)[nH]c2c1 (configuration not stated)	9	-12	0	5	3	-6	5	-4	2
S=C(NCc1ccco1)N1CCN(c2ccccn2)CC1	-3	0	-4	5	-4	1	5	-2	0
CCOC(=O)c1cnc2c(c(C)nn2CC)c1Cl	2	5	20	13	-7	-3	-1	3	4
CCCC(=O)Nc1ccc2c(c1)nc(CCNC(=O)c1ccccc1)n2C	2	-12	11	8	3	-2	1	-6	0
Cc1cc(C(=O)NNC(=S)Nc2cccc(C(F)(F)F)c2)nn1C	-4	0	11	17	-8	2	2	-3	-2
S=C(NC1CCCCC1)N1CCN(Cc2ccccc2)CC1	-5	9	5	3	5	6	1	1	-3
O=C(Nc1nnc(-c2ccc(F)cc2)o1)c1cc(Cl)sc1Cl	-3	6	-2	5	9	12	-26	-1	-6
Cc1onc(-c2ccccc2)c1C(=O)N/N=C/C=C/c1ccccc1	-3	·	-6	·	-22	-12	5	-1	-1
CCOc1ccc(C(C(=O)NCC2CCCO2)N(C(=O)c2snc(C(N)=O)c2N)c2ccccc2F)cc1 (configuration not stated)	0	0	-9	-1	6	7	6	-1	-1
O=C(COC(=O)c1ccc(OC(F)F)cc1)NC(=O)NC1CCCC1	5	12	22	2	·	-2	·	-3	-1
C/C(=N\NC(=O)c1cc(Br)ccc1O)c1cccs1	-2	5	7	-10	15	17	-18	-3	1
COCCCN1C(=O)N(c2ccccc2)C(=O)C1CC(=O)Nc1ccccc1 (configuration not stated)	4	1	-2	1	15	9	-4	-2	4
Cc1ccc(S(=O)(=O)n2cnc3cc([N+](=O)[O-])ccc32)cc1C	-10	4	1	3	-1	-21	3	-3	1
CC(C#N)(NC(=O)CN1CCN(S(=O)(=O)c2ccccc2C#N)CC1)C1CC1 (configuration not stated)	4	2	9	11	·	6	·	-2	0
O=C(Nc1cccc(-c2nc3ncccc3o2)c1)c1sc2ccccc2c1Cl	5	12	5	-7	15	-1	0	-2	-4
CCCOc1ccc(-c2nnc(N)s2)cc1	6	-5	2	2	2	12	3	-1	1
Next section:
SMILES	LYPLA2 counter	PAFAH2 FP inh	PREPL inhibitor	PAFAH1B3 inh	EBNA-1 inhibitor	ZTA counter	GSTO1 inh	PAD4 FP inh	LYPLA1 inh
CC(C)n1nc(C(=O)OCC(=O)N2CC(=O)Nc3ccccc32)c2ccccc2c1=O	1	-9	6	12	-4	-13	3	6	1
CCOc1ccc(CC(=O)N/N=C/c2cccnc2)cc1OCC	11	1	-1	6	18	3	3	-1	8
CC(C)NC(=O)c1onc(CSc2ccc(C(C)C)cc2)c1C(=O)O	1	6	-8	5	-2	4	-7	0	-3
CC12CC3(C)CC(C)(C1)CC(C(=O)Nc1nn[nH]n1)(C2)C3	11	11	-12	11	0	-18	1	-1	3
COC(=O)c1ccc2nc(NC(=O)COC(=O)CSc3nc(C)cc(C)n3)sc2c1	-2	7	-1	4	11	-1	3	-1	-2
Cc1ccc(-c2cnc3ccccc3n2)cc1C	1	-6	-7	-1	-8	-6	0	-5	1
O=C1[C@H]2CCCC[C@H]2C(=O)N1CCCCN1CCN(c2nsc3ccccc23)CC1	0	-13	23	-1	1	-11	10	5	4
Cc1nnsc1Sc1cccc(C(F)(F)F)c1	9	3	2	5	15	5	-4	-3	1
CN(C)c1ccc(CN(C(=O)/C=C/c2ccco2)C2CCS(=O)(=O)C2)cc1 (configuration not stated)	-6	·	5	·	-9	0	-4	-5	0
CCOC(=O)CNC(=O)C1CCN(S(=O)(=O)c2ccc(-c3nn[nH]n3)cc2)CC1	1	-8	4	-4	-6	-8	8	-1	4
CCOC(=O)C1CCN(C(=O)c2cccnc2Oc2ccc(Cl)cc2)CC1	5	2	17	-4	-1	-11	8	5	3
CCCCCC(=O)N/N=C(\C)c1ccccn1	0	-1	1	8	-1	7	3	1	1
COC(=O)[C@H](CCSC)NC(=O)Nc1ccc(C(C)=O)cc1	-3	1	-4	9	11	1	-1	1	0
CCC1CCCCN1CCCNC(=O)Cn1nc(C)n2nc(-c3ccccc3)cc2c1=O (configuration not stated)	5	2	30	-1	10	6	-2	-3	-5
Cc1c(Cl)cccc1NC(=O)Cn1nnc(C(=O)NCc2cccs2)c1N	-2	-9	-1	-9	13	6	-3	1	-3
COc1cc(/C=N/NC(=O)COc2ccc(-n3cnnn3)cc2)ccc1OCC(N)=O	1	7	8	4	-4	4	-7	2	0
COc1ccc(-c2ccc([C@H]3[C@@H]4C=CCC[C@@]4(C)C(=O)N3Cc3ccccc3)c(F)c2)cc1OC	-4	-4	-2	-3	-6	9	-1	-4	-2
CCOC(=O)Cc1csc(SCC(=O)Nc2cc(C)ccc2OC)n1	6	0	0	9	-3	4	15	2	2
COc1ccc(N2CCN(C(=O)CCCn3c(=S)[nH]c4cc5c(cc4c3=O)OCO5)CC2)cc1	17	8	-16	2	-8	0	2	-5	-6
CCCNC(=O)C(Cc1cccc(C#N)c1)NC(=O)c1ccc(C#N)cc1 (configuration not stated)	0	-2	-1	-7	·	-8	·	-7	1

Next part (four carried over from the part before).
SMILES	LYPLA2 counter	PAFAH2 FP inh	PREPL inhibitor	PAFAH1B3 inh	EBNA-1 inhibitor	ZTA counter	GSTO1 inh	PAD4 FP inh	LYPLA1 inh
COc1ccc(-c2ccc([C@H]3[C@@H]4C=CCC[C@@]4(C)C(=O)N3Cc3ccccc3)c(F)c2)cc1OC	-4	-4	-2	-3	-6	9	-1	-4	-2
CCOC(=O)Cc1csc(SCC(=O)Nc2cc(C)ccc2OC)n1	6	0	0	9	-3	4	15	2	2
COc1ccc(N2CCN(C(=O)CCCn3c(=S)[nH]c4cc5c(cc4c3=O)OCO5)CC2)cc1	17	8	-16	2	-8	0	2	-5	-6
CCCNC(=O)C(Cc1cccc(C#N)c1)NC(=O)c1ccc(C#N)cc1 (configuration not stated)	0	-2	-1	-7	·	-8	·	-7	1
O=C(Nc1ccc(Cl)cc1)C1CCCN1C(=O)NCc1ccccc1 (configuration not stated)	-3	1	9	7	-5	3	8	6	2
Cc1cccc(C(=O)N2CCN(c3ncnc4c3cnn4-c3ccccc3)CC2)c1	1	5	-10	1	-3	-9	2	3	-2
COc1cc(CN2CCN(c3cccc(Cl)c3)CC2)cc(OC)c1OC	3	4	13	4	3	2	-9	6	0
CSc1ccccc1NC(=O)c1c(C)noc1C	-4	2	9	9	9	0	-3	1	-2
c1ccc2nc(N3CCOCC3)c(N3CCOCC3)nc2c1	7	4	5	2	-2	-5	2	3	2
Cc1cc(-c2ccc(C(C)C)c(S(=O)(=O)N3CCOc4ccccc43)c2)on1	9	3	1	0	-7	-12	-5	-4	-1
Cc1cc(C)c(S(=O)(=O)Nc2ccc(O)c(Sc3ncn[nH]3)c2)cc1C	-4	3	-1	2	-1	14	4	1	2
ONC(=Nc1ccc(Cl)cc1)c1ccc(Cl)cc1	2	-1	-3	-4	-16	6	-4	-6	0
O=C(OCC(=O)N1CCc2ccccc2C1)c1cccc([N+](=O)[O-])c1	5	1	16	6	8	8	4	2	0
CCOC(=O)C1(Cc2ccccc2)C(=O)N(CCCN(C)C)c2ccccc21 (configuration not stated)	-16	·	24	·	-6	9	-3	7	1

Some of the compounds tested, so the mix of outcomes need not match the whole.
